PI4K2A block – blocks human PI4K2A kinase activity. purified PI4K2A, ADP-Glo luminescence, 1 h; hits give low values. hit rate 0.13% among 420,000. activity change, negative = inhibition, % at 76.9 µM. Q9BTU6. AID 1346378; in the data active means activity change below about -50%; inconclusive means mostly about -30% to -49%;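 further: -100% = wells without enzyme as full effect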
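In this quantitative HTS, ADP production by PI4K2A was quantified luminescently after 1 h at ambient temperature; 100 microM adenosine served as plate-quality control.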
Vif-A3G inh – inhibitors of Vif-APOBEC3G interaction | Q9HC16 | HeLa A3G-eYFP + Vif (tagged APOBEC3G with the HIV-1 protein that degrades it), YFP fluorescence, overnight | Potency, µM (top dose mostly 46.1 µM), without a hit: at the top dose activity, negative = active, hits mostly inhibitors | hit rate 0.076% among 410,000 | AID 602310;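 further: potency means the concentration at half of the fitted maximal effect; on the % scale 0 is the no-effect control and ±100 the full control effect; nearly all actives have a fitted effect of over 60% in size; hits raise eYFP signal because A3G escapes Vif-driven loss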
Target sequence (Q9HC16 whole entry, looked up): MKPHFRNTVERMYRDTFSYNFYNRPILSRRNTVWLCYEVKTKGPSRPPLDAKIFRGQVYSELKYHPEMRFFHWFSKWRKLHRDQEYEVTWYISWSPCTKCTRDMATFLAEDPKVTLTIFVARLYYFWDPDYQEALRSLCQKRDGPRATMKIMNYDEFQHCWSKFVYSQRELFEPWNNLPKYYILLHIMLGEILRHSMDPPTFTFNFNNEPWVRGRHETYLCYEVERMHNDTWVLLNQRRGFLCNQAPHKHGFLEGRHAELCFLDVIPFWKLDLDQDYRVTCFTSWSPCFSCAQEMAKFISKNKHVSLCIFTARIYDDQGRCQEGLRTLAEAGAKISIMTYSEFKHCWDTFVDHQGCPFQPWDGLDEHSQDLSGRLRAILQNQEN
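HeLa cells stably expressing Vif and C-terminally eYFP-tagged A3G, seeded overnight at 37 deg C, then exposed to compound by pintool overnight at 37 deg C. Rise in yellow fluorescence (Ex 488/Em 500-530, Acumen) marks blocked Vif-driven A3G degradation.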
LDHA block – LDHA (human) enzyme inhibition. AID 1347041. activity change, % (values are at about 110 or 230 µM). P00338. purified LDHA, NADH/diaphorase-resazurin fluorescence; hits give low values. hit rate 0.15% among 480,000; in the data active means activity change below about -30%; inconclusive means mostly about -25% to -30%;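 further: plate controls were DMSO wells for no effect and wells without enzyme for full effect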
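Enzyme activity of human lactate dehydrogenase 5 (2 nM; 0.06 mM NADH, 0.2 mM pyruvate, 5 min, RT) is measured via a resazurin/diaphorase fluorescence readout of residual NADH.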
RXFP1 ag – RXFP1 (human) receptor agonism; HEK293T-RXFP1 cAMP TR-FRET, 30 min; response scale: percent of porcine relaxin response, buffer zero; Potency, µM (doses to about 57.5 µM), without a hit: top-dose activation, usual class: activators; hit rate 0.3% among 370,000; further: potency means the concentration at half of the fitted maximal effect; on the % scale 0 is the no-effect control and ±100 the full control effect; nearly all actives have a fitted effect of over 60% in size; many of its hits are not listed in these tables
Target sequence (Q9HBX9 whole entry, looked up): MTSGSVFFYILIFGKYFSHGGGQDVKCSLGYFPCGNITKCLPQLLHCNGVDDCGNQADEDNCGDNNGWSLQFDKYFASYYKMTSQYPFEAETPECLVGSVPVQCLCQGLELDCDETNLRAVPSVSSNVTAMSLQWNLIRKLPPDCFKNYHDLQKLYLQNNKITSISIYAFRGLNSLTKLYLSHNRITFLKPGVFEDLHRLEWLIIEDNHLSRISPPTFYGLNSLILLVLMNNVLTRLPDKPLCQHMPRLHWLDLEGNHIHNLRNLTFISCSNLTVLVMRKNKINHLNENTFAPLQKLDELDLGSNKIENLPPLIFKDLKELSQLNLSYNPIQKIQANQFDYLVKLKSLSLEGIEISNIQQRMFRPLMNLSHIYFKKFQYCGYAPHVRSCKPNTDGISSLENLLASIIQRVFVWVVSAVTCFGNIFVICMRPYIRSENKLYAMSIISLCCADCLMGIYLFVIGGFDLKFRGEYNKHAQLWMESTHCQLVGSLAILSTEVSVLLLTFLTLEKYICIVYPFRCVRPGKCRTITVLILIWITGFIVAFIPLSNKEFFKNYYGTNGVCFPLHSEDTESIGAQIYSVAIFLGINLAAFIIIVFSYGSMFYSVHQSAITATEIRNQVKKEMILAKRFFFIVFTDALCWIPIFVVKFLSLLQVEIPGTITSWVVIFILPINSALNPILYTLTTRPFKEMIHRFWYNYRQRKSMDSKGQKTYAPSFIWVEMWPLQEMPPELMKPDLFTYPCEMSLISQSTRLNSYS
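Agonist response is measured as cAMP accumulation in an RXFP1-transfected HEK293T line under PDE4 inhibition. Values are scaled between buffer-only and 29 nM porcine relaxin, and EC50s come from standard Hill equation fits.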
TrxR1 substrate – substrates of rat thioredoxin reductase 1. hit rate 0.01% among 390,000. Potency, µM (top dose mostly 114 µM), without a hit: top-dose activity change, negative = substrate turnover. purified TrxR1 substrate turnover, NADPH consumption readout. O89049; further: potency means the concentration at half of the fitted maximal effect; on the % scale 0 is the no-effect control and ±100 the full control effect; nearly all actives have a fitted effect of over 50% in size
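Rat TrxR1, dispensed at 90 nM, was prereduced with 400 uM NADPH (final) for 5 min at ~22 deg C, then incubated with compound 15 min before 400 uM selenite. A first-read NADPH fluorescence drop versus no-compound background flagged substrates.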
USP1 inh – blocks the human USP1/UAF1 deubiquitinase complex; AID 743255; Potency, µM (top dose mostly 57.1 µM), for the others: at the highest dose activity change, negative = inhibition, most hits filed as inhibitors; hit rate 0.23% among 390,000; recombinant USP1/UAF1, Ub-Rhodamine cleavage fluorescence; further: potency means the concentration at half of the fitted maximal effect; on the % scale 0 is the no-effect control and ±100 the full control effect; nearly all actives have a fitted effect of over 60% in size; inactives centre near -12
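USP1/UAF1 complex at 1 nM was preincubated with compound for 15 min at room temperature, then Ub-Rho substrate (150nM final) was added. Fluorescence (480/540 nm) was read kinetically, 6 reads every 60 seconds.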
Vif-APOBEC3F blk – blocks the Vif interaction with APOBEC3F; HeLa A3F-eYFP + Vif (tagged APOBEC3F with the HIV-1 protein that degrades it), YFP fluorescence increase; Potency, µM (doses to about 46.1 µM), for inactives: at the highest dose activity, negative = active; hit rate 0.2% among 390,000; AID 602313; further: potency means the concentration at half of the fitted maximal effect; % of control where 0% means no effect; nearly all actives have a fitted effect of over 65% in size
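HeLa cells stably expressing Vif plus C-terminally eYFP-tagged A3F were seeded, incubated overnight at 37 deg C, dosed with compound, incubated overnight again at 37 deg C. Yellow fluorescence (Ex 488/Em 500-530) reported blocked Vif-mediated A3F-eYFP degradation.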
IDH1 R132H inh – blocks human mutant IDH1 R132H enzyme; O75874; IDH1-R132H enzyme, NADPH consumption, diaphorase/resazurin fluorescence; Potency, µM (top dose mostly 76.6 µM), for the others: top-dose activity change, negative = inhibition, actives largely listed as inhibitors; hit rate 0.093% among 390,000; AID 602179; further: potency means the concentration at half of the fitted maximal effect; on the % scale 0 is the no-effect control and ±100 the full control effect; nearly all actives have a fitted effect of over 65% in size
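IDH1-R132H (0.5 ug/mL dispensed) in pH 7.5 Tris buffer was preincubated 30 min with compound, then given a substrate mix of 0.016 mM NADPH and 2 mM alpha-KG for 80 min at room temperature; remaining NADPH was read by diaphorase/resazurin fluorescence.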
Glioma ERSR ind – inducers of ER stress response in human glioma cells; U87-MG GRP78 promoter luciferase reporter, 16 h; AID 602332; Potency, µM, for the others: at the highest dose activation, hits mostly activators; hit rate 0.02% among 420,000; further: potency means the concentration at half of the fitted maximal effect; series mostly up to about 76 µM; % of control where 0% means no effect; nearly all actives have a fitted effect of over 35% in size
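ERSR induction read as luciferase luminescence (Bright-Glo, 10 min at room temperature) in stably transfected human U87-MG glioma cells exposed to compounds for 16 h, using GRP78 as sensor.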
* = called active by the depositor; ? = inconclusive; . = not tested or not shown; & = joins results of further samples; [ ] = dose if it differs, or a comment. Unless noted, the call rests on the fitted dose curve; in most records, active means well fitted curve in the direction sought with a large enough effect; inconclusive means small, poorly fitted or top-dose-only effect, or another doubt; inactive means no such curve, though single readings can be large; an effect the other way counts as inactive or inconclusive. These rows are one share of the data, so the mix of outcomes need not match the whole.

# | molecule | PI4K2A block | Glioma ERSR ind | Vif-APOBEC3F blk | Vif-A3G inh | IDH1 R132H inh | LDHA block | RXFP1 ag | TrxR1 substrate | USP1 inh
1 | O=C(CC1N=C2c3ccccc3N=C(SCc3ccc(Cl)cc3)N2C1=O)NCc1cccs1 (configuration not stated) | -5 | -3% | 0% | 2% | 21% | -3 | 4.3% | 3%[57.1 µM] | -19%
2 | CCOc1ccc(C2/C(=C(\O)c3ccc4c(c3)OCCO4)C(=O)C(=O)N2Cc2cccnc2)cc1OCC (configuration not stated) | -4 | -2% | 11% | 3% | 19% | -5 | 23% | -14% | -19%
3 | O=C(O)c1ccccc1NC1CCCCC1NS(=O)(=O)c1ccccc1 (configuration not stated) | -2 | -5% | 0% | 1% | 10% | 1 | 0.5% | 38%[activator] | -14%
4 | Cc1ccc(S(=O)(=O)NC(=NC(C)C)c2ccccc2)cc1 | 5 | -2% | 5% | 12% | -4% | -11 | -0.1% | 4% | -22%
5 | CCn1cc(C(=O)N[C@@H](CCSC)C(=O)NCCCN2CCOCC2)c(=O)c2cc3c(cc21)OCO3 | -4 | 3% | -8% | 1% | 7% | 1 | 4.2% | -13%[57.1 µM] | -5%
6 | CC1CCN(C(=O)CN2C(=O)NC3(CCCc4ccccc43)C2=O)CC1 (configuration not stated) | -3 | 0% | -11% | 1% | 0% | -2 | -1.2% | -1% | 3%
7 | COc1ccc(C2=NCC(CSc3nccc(=O)[nH]3)S2)cc1 (configuration not stated) | -6 | -1% | . | -5% | 2% | 1 | -1.1% | 3% | -16%
8 | CCSc1nc(=S)n(CC)c(C)c1C(C)=O | -1 | -6% | -3% | 7% | 2% | 1 | -0.3% | 0% | -8%
9 | O=C(NCCc1ccccc1)C1CCCN(C(=O)Nc2ccc(F)cc2)C1 (configuration not stated) | -1 | -1% | -6% | -9% | 9% | -9 | -3.2% | 1% | 3%
10 | CCC(=O)N1CCc2cc(CNC(=O)Cc3ccc(F)cc3)ccc21 | 1 | 3% | -3% | 8% | -8% | 0 | -0.1% | -8%[57.1 µM] | -1%
11 | COc1cccc(CNS(=O)(=O)c2ccc3c(c2)CC(C)N3C(C)=O)c1 (configuration not stated) | 3 | -5% | 3% | 4% | 11% | -1 | 2.2% | 3% | -11%
12 | COc1cc(NC(=O)Cn2c(C)cc3ccccc3c2=O)cc(OC)c1OC | 1&3 | -2%&-2% | -3%&2% | -1%&-7% | -8%&4% | -4&2 | ? | 9%[2.29 µM] | ?
13 | CCCCOc1ccc(C2C(=O)N(C3CCCCC3)CC(=O)N2CCCC)cc1 (configuration not stated) | 2 | -2% | 3% | -2% | -5% | -8 | -0.4% | 3%[57.1 µM] | 6%
14 | O=c1cc(Nc2cccc(Br)c2)[nH]c(=O)[nH]1 | -2 | 0% | 2% | 0% | 1% | -2 | -0.3% | 6%[57.1 µM] | 1%
15 | CCCCn1c(SCC(=O)NCc2ccco2)nc2c(sc3ccccc32)c1=O | 0 | -3% | -10% | -1% | 3% | -3 | 1.5% | 7%[57.1 µM] | -3%

# | molecule | PI4K2A block | Glioma ERSR ind | Vif-APOBEC3F blk | Vif-A3G inh | IDH1 R132H inh | LDHA block | RXFP1 ag | TrxR1 substrate | USP1 inh
16 | Cc1ccc(C(=O)CC(C(=O)O)n2cncn2)cc1 (configuration not stated) | 3 | -1% | 7% | 0% | 1% | -9 | -0.1% | 8%[57.1 µM] | -14%
17 | CCOC(=O)c1scc(-c2ccccc2)c1S(=O)(=O)N1CCN(c2ccc(Cl)cc2)CC1 | -9 | -1% | 3% | 3% | 8% | 3 | 0.5% | 6%[57.1 µM] | ?
18 | O=C(c1ccccn1)N1CCCC(N2CCN(c3ccc(F)cc3)CC2)C1 (configuration not stated) | -5 | 1% | 4% | -5% | -1% | -13 | -1.6% | 3% | -27%
19 | O=C1CSC2(CCCCC2)N1CCO | 1 | 0% | -9% | -7% | 8% | -3 | -0.5% | -2% | -10%
20 | Cc1ccc(SCC(=O)NN=C2CCN(C)CC2)cc1 | 7 | -4% | 5% | -10% | 0% | -4 | -0.4% | 1%[57.1 µM] | -15%
21 | O=c1[nH]c(NCCO)c(N=Cc2ccccc2)c(=O)[nH]1 | -14 | -3% | 0% | -7% | 10% | 2 | . | 125% | ?
22 | COc1cc(C(=O)NC2CCN(C)CC2)ccc1Nc1ncc2c(n1)N(C1CCC(O)CC1)CCC(=O)N2C (configuration not stated) | 3 | -2% | 5% | 2% | 4% | -4 | . | -1%[57.1 µM] | -3%
23 | COc1ccc(OC)c(NC(=O)c2c(NCc3ccc(N(C)C)cc3)sc3c2CCCC3)c1 | -7 | -1% | 2% | -3% | 0% | 10 | 3.1% | 0%[57.1 µM] | -18%
24 | Brc1ccc2c(c1)OCCOCCOCCOCCOCCOCCO2 | -2 | -3% | 1% | -2% | 1% | 4 | 0.7% | -1% | 2%
25 | CC(C)c1ccc(NC(=O)C(c2ccccc2)N2CC(=O)Nc3ccccc32)cc1 (configuration not stated) | 3 | 1% | ? | -8% | ? | 3 | -3.0% | 2% | ?
26 | Clc1cccc(CN2CCCCCC2)c1Cl | 4 | -2% | 4% | -7% | 4% | -9 | -0.1% | 9% | -15%
27 | Cc1ccc(NC(=O)CSc2nnnn2-c2cccnc2)c(C)c1 | -2 | -5% | 10% | 1% | 2% | -5 | 1.8% | -1% | -19%
28 | COc1ccc(C(=O)c2c(N)sc3c2CCN(C)C3)cc1 | -1 | -1% | -19% | -1% | -1% | 0 | 0.0% | 0% | ?
29 | O=C(NCc1ccccc1)C(c1cccnc1)N(C(=O)c1ccccn1)c1ccc(F)cc1 (configuration not stated) | 3 | 1% | 11% | 2% | 1% | -2 | 3.2% | 2% | -19%
30 | C#CCOCCOCCOCCNc1nc(N2CCN(C(=O)[C@H](CCCCN)n3cc(CN)nn3)CC2)nc(N2CCN(C(=O)[C@H](CO)n3cc([C@@H](N)C(C)C)nn3)CC2)n1 | -7 | -1% | 2% | -1% | -19% | 4 | . | 5%[57.1 µM] | 5%

# | molecule | PI4K2A block | Glioma ERSR ind | Vif-APOBEC3F blk | Vif-A3G inh | IDH1 R132H inh | LDHA block | RXFP1 ag | TrxR1 substrate | USP1 inh
31 | COc1ccc(NC(=O)c2csc3c2CCCC3)cc1 | -61* | -2% | -7% | 0% | 14% | 1 | 1.8% | -4% | -12%
32 | CC1=NN(C(C#N)c2ccccc2)C(C)(C)C1 (configuration not stated) | 0 | -2% | -10% | -7% | 8% | -8 | -1.9% | 6% | -18%
33 | Oc1csc(Cc2nc(-c3ccc(Br)cc3)cs2)n1 | -1 | 5% | 3% | 0% | -12% | -7 | -1.9% | 3%[57.1 µM] | -20%
34 | CCC(O)(c1ccc(OC)cc1)C(CN1CCOCC1)c1ccccc1 (configuration not stated) | -2 | -3% | -3% | -4% | 14% | -5 | 2.6% | 3% | -24%
35 | COC(CNC(=O)C(=O)Nc1cc2c3c(c1)CCN3C(=O)CC2)OC | -4 | 1% | -7% | 0% | 5% | -7 | -2.5% | 6% | -10%
36 | O=C(NCC1CCCO1)c1ccccc1-c1nc(-c2ccc(F)cc2)no1 (configuration not stated) | 3 | 4% | -2% | -9% | 0% | -3 | 4.2% | 8%[57.1 µM] | -6%
37 | Nc1nonc1-n1nnc(C(=O)N/N=C/c2cccnc2)c1CSc1ccccc1 | -15 | 9% | 1% | 1% | -8% | -4 | -0.2% | -2% | -23%
38 | O=C(NCc1ccccc1)c1ccc(NC(=O)C2CCCO2)cc1 (configuration not stated) | 2 | -5% | 2% | -18% | -13% | -3 | -0.3% | 4% | -10%
39 | COCCN1C(=O)C(O)=C(C(C)=O)C1c1ccc(OC)c(OC)c1 (configuration not stated) | -10 | 7% | -32% | 2% | -1% | 3 | 0.1% | -4% | 5%
40 | COc1cc(NC(=O)c2cc(C)on2)cc(C(=O)Nc2cccc(C(F)(F)F)c2)c1 | -2&2 | -2%&1% | -2%&-9% | -9%&1% | -1%&0% | 2&0 | 1.6% | 1% | -30%&-29%
41 | O=C(OCc1ccccc1)/C(=C/c1cccc([N+](=O)[O-])c1)NC(=O)c1ccco1 | 7 | -2% | 0% | -11% | -8% | -7 | 0.0% | 0% | -19%
42 | CCc1c(C(=O)Nc2cc(C)ccc2OC)[nH]c(C)c1C(C)=O | 1 | 4% | -4% | -4% | 2% | 3 | 5.2% | 6% | -10%
43 | Cc1cccc(OCC(=O)Nc2ccc(S(=O)(=O)Nc3ccccn3)cc2)c1 | -4 | -1% | -25% | 0% | 16% | -3 | -0.6% | -1% | -9%
44 | CCCCn1c(N)c(N(CC(C)C)C(=O)C(C)SCc2nc3sc(C)c(C)c3c(=O)[nH]2)c(=O)[nH]c1=O (configuration not stated) | -3 | -1% | -1% | -7% | 9% | -1 | -1.6% | 3%[57.1 µM] | -8%
45 | CCOC(=O)N1CCN(C(=O)c2cc3c(=O)n(C)c4ccccc4c3n2C)CC1 | 14 | -1% | -3% | -1% | 9% | -4 | 1.9% | -1% | -5%
46 | COc1ccc(Nc2cc(Cl)nc(N)n2)cc1 | 2 | 1% | 1% | 2% | 8% | -3 | -0.3% | -10%[57.1 µM] | -9%
47 | Cc1ccc(OCC(=O)N2CCCc3ccccc32)cc1 | 3 | 12% | -7% | -3% | 7% | -2 | 3.4% | 1% | -12%
48 | Cc1ccc(C(=O)C(C)OC(=O)Cc2n[nH]c(=O)c3ccccc23)cc1 (configuration not stated) | 8 | -5% | 11% | -18% | 1% | -3&-3 | 2.1% | 3% | -2%

Screening results from PubChem BioAssay.
